RNase H inhibition: RNase H inhibition, HIV 1 Gag Pol polyprotein, FRET biochemical assay, screening (AID 372) | HIV-1 RT RNase H, FRET RNA/DNA substrate fluorescence; higher % means a stronger effect | inhibition, % at 10 µM, or IC50 in µM where a hit was titrated | actives 0.77% (n = 100,000); in the data active = inhibition above about 50%
* marks the source's active call; other numbers are inactive results. Only part of the results is shown. The share of hits here may be higher or lower than overall.

SMILES	RNase H inhibition
CC(C)OC(=O)c1c(NC(=O)c2cc3ccccc3oc2=O)sc2c1CCCC2	4.0%
O=C1c2ccc([N+](=O)[O-])cc2C(=O)N1c1cc(Cl)ccc1O	11.0%
CCOC(=O)c1cccc(NC(=O)c2cc(OC)c(OC)cc2[N+](=O)[O-])c1	3.0%
O=C(Cc1ccccc1)N1N=C(c2ccc([N+](=O)[O-])cc2)CC1(O)C(F)(F)F (stereo not given)	14.0%
CCCCN1C(=O)C(=O)c2cc(Br)ccc21	17.0%
CCOc1ccc(N(CC(=O)N[C@@H]2CCCC[C@H]2O)S(C)(=O)=O)cc1	0.0%
CCNC(=O)NCCNS(=O)(=O)c1ccccc1	0.0%
COc1ccc(C(=O)/C=C/c2cc(OC)c(OC)c(OC)c2)cc1	13.0%
C(=NCC1OCCc2ccccc21)c1ccccc1 (stereo not given)	3.0%
Cc1nc2sc(C(=O)c3ccc(Br)cc3)c(N)c2c(C)c1C	2.0%
O=C(CN(c1ccccc1F)S(=O)(=O)c1ccccc1)N(Cc1ccccc1)Cc1ccccc1	22.0%
CCOC(=O)c1[nH]c2c(CC)cccc2c1CCN1C(=O)c2ccccc2C1=O	22.0%
Cc1cc(C)c(O)c(N=C/C=C/c2ccccc2[N+](=O)[O-])c1	0.0%
Cc1ccc(OCCOc2ccccc2/C=C2\SC(N)=NC2=O)c(C)c1	21.0%
O=C1NC(=S)N(c2ccc(Cl)cc2)C(=O)/C1=C/c1ccc(Br)o1	1.7µM*
COc1cc(/C=N/NC(=O)COc2ccc(C(C)(C)CC(C)(C)C)cc2[N+](=O)[O-])ccc1OC(=O)c1cccc(Br)c1	15.0%
Cc1ccc2c(Cl)c(C(=O)Nc3ccc(Br)cc3F)sc2c1	4.0%
CCOc1ccc(/C=N/NC(=O)c2cc(-c3ccc4ccccc4c3)n[nH]2)cc1	14.0%
Cc1[nH]c2ccccc2c1CN1CCN(c2ccccc2Cl)CC1	12.0%
CC(C)C(=O)N1N=C(c2ccc(Br)cc2)CC1(O)C(F)(F)F (stereo not given)	0.0%
Cc1cc(-c2ccc(/C=C3/C(=O)NC(=O)N(Cc4ccco4)C3=O)o2)ccc1Br	58.0%*
COc1cc(/C=C2\SC(=Nc3ccc(C)c(Cl)c3)NC2=O)c([N+](=O)[O-])cc1OC	33.0%
CCCN1C(=O)c2ccccc2NC1c1ccc(Cl)cc1 (stereo not given)	13.0%
CCOC(=O)C1=C(C)N=c2s/c(=C\c3ccc(F)cc3)c(=O)n2C1c1cccs1 (stereo not given)	0.0%
CC(C)(C)c1ccc(OCC(O)CS(=O)(=O)Cc2ccc(Cl)cc2)cc1 (stereo not given)	0.0%
CN1C(=O)C(=Cc2ccc(-c3ccc(Cl)c([N+](=O)[O-])c3)o2)C(=O)N(C)C1=S	30.0%
C=CCCCC(=O)Nc1ccccc1Br	15.0%
Cc1ccccc1NS(=O)(=O)c1ccc(NC(=O)c2ccc([N+](=O)[O-])cc2)cc1	10.0%
Cc1ccc(OCC(=O)Nc2ccc(Cl)c([N+](=O)[O-])c2)c(C)c1	30.0%
CCOCCOC(=O)C1=C(C)NC2=C(C(=O)CCC2)C1c1cccc(Cl)c1Cl (stereo not given)	13.0%
COc1cccc2c1N(C(=O)CN1C(=O)c3ccccc3C1=O)C(C)(C)c1ssc(=S)c1-2	7.0%
Cc1ccc(OC(=O)CN2C(=O)c3ccccc3C2=O)cc1C	8.0%
CC(Oc1ccccc1)C(=O)Nc1ccc([N+](=O)[O-])cc1Cl (stereo not given)	8.0%
CCOC(=O)N1CCN(C(=O)CN(c2ccc(F)cc2)S(C)(=O)=O)CC1	0.0%
O=C(CCC(=O)OCC(=O)c1cccs1)Nc1ccc(Oc2ccccc2)cc1	8.0%
OC(COc1ccc(C23CC4CC(CC(C4)C2)C3)cc1)CN1CCCCC1 (stereo not given)	25.0%
COc1cc(/C=N/NC(=O)C2CC(=O)N(c3ccc(Cl)cc3)C2)cc(OC)c1OC (stereo not given)	5.0%
C=CCNC(=O)C(=O)Nc1ccccc1C	5.0%
CN(Cc1ccccc1)C(=O)CCCOc1ccc(Cl)cc1Cl	6.0%
COc1cc(C=Nc2ccc(C)cc2C)c(O)c([N+](=O)[O-])c1	4.0%

Quoted at random: 4 records from the list
SMILES	RNase H inhibition
COc1cc(/C=C2\SC(=Nc3ccc(C)c(Cl)c3)NC2=O)c([N+](=O)[O-])cc1OC	33.0%
Cc1cc(-c2ccc(/C=C3/C(=O)NC(=O)N(Cc4ccco4)C3=O)o2)ccc1Br	58.0%*
O=C(CCC(=O)OCC(=O)c1cccs1)Nc1ccc(Oc2ccccc2)cc1	8.0%
Cc1ccccc1NS(=O)(=O)c1ccc(NC(=O)c2ccc([N+](=O)[O-])cc2)cc1	10.0%

(further entries)
SMILES	RNase H inhibition
CC(C)(C)c1ccc(S(=O)(=O)N2CCOCC2)cc1	0.0%
CC(=O)c1ccc(N2C(=O)c3c(Cl)c(Cl)c(Cl)c(Cl)c3C2=O)cc1	16.0%
COC(=O)c1ccc(C2C(C(=O)OC3CCCC3)=C(C)NC3=C2C(=O)CCC3)cc1 (stereo not given)	1.0%
CNC(=S)N(CCc1ccccc1)C1CC(=O)N(c2ccc(Br)cc2)C1=O (stereo not given)	13.0%
CC1=C(C(=O)OCCc2ccccc2)C(c2coc3ccc(Cl)cc3c2=O)C2=C(CCCC2=O)N1 (stereo not given)	4.0%
CC(C)(C)N1C(=O)c2ccc(C(=O)Nc3ccc(I)cc3C(=O)O)cc2C1=O	4.0%
Cc1cc(C=C2C(=O)N(C)C(=S)N(C)C2=O)c(C)n1-c1cccc(C(=O)O)c1	21.0%
O=C(Nc1ccc(-c2ccc([N+](=O)[O-])cc2)cc1)c1ccccc1F	12.0%
CCOc1cc(/C=N/NC(=O)COc2cccc(C)c2)ccc1OC(=O)c1cccs1	23.0%
Fc1cccc(-c2nnc(-c3ccc(C(F)(F)F)cc3)o2)c1	12.0%
CN(C)c1cc(N/N=C/c2cccc([N+](=O)[O-])c2)nc(N(C)C)n1	16.0%
CCOc1ccc(C(=O)Nc2ccc(NC(=O)CC)cc2)cc1Cl	9.0%
COC(=O)C1=C(C)N(c2ccc(C)cc2)/C(=C\c2ccc(OCC(N)=O)cc2)C1=O	0.0%
O=c1oc2cc([N+](=O)[O-])ccc2nc1/C=C(\O)c1ccc([N+](=O)[O-])cc1	6.0%
CCCn1c(=N)n(CC(O)c2ccc(C)cc2)c2ccccc21 (stereo not given)	0.0%
CCOc1cc(/C=C2\C(=O)NC(=S)N(c3ccccc3)C2=O)cc(Br)c1OCC	8.0%
COc1ccc(N/C(=C\C(=O)c2ccc(C)cc2)C(=O)O)cc1	5.0%
COc1cc(/C=C2/C(=N)N3N=C(c4ccccc4)SC3=NC2=O)ccc1OC(=O)c1cccs1	9.0%
Oc1ccccc1C(O)(c1ccccc1)c1ccccc1	11.0%
COc1ccc(C(=O)CSc2nc(N)cc(=O)[nH]2)cc1	10.0%
CN(C)c1ccc(Nc2nc3ccccc3nc2NS(=O)(=O)c2cccs2)cc1	7.0%
Cc1ccccc1-c1nnc(NC(=O)Nc2ccccc2)s1	12.0%
CCCCc1ccc(N=N/C(C(=O)Nc2ccccc2Cl)=C(\C)O)cc1	14.0%
Cc1ccc(CNC(=O)CN(c2cccc(C)c2)S(C)(=O)=O)cc1	0.0%
COc1ccc(NC(=O)c2ccc(CN3CCOCC3)cc2)cc1OC	1.0%
O=[N+]([O-])c1ccc(N/N=C/c2cccc(O)c2O)c([N+](=O)[O-])c1	8.0%
CCOc1ccc(/C=C2/SC(=S)N(c3ccccc3OC)C2=O)cc1	15.0%
O=C(Nc1ccc(OC(F)(F)F)cc1)c1cc2ccccc2o1	9.0%
C=CCC1S/C(=N\N=C/c2cccc([N+](=O)[O-])c2)NC1=O (stereo not given)	17.0%
COc1cc(/C=C2\C(=O)N(c3ccc(S(N)(=O)=O)cc3)N=C2C)ccc1OCc1ccccc1	53.0%*
CCC(=NCc1ccco1)c1c(C(F)(F)F)[nH]n(-c2nc3ccccc3s2)c1=O	10.0%
O=C1NC(=O)C(=Cc2cccn2-c2ccc(Cl)cc2)C(=O)N1	57.0%*
O=C(COc1cc(Cl)c(Cl)cc1Cl)Nc1ccc(Br)cc1F	21.0%
Cc1occc1C(=O)N=Nc1c(O)[nH]c2ccc(Br)cc12	0.0%
CCCCCc1nnc(NC(=O)OCCC)s1	2.0%
O=[N+]([O-])c1ccc(C2Nc3ccc(I)cc3C3C=CCC32)cc1 (stereo not given)	25.0%
COc1ccc(N=N/C(C(C)=O)=C(\C)O)cc1	6.0%
CC(NC(=O)CSCCSCC(=O)NC(C)c1ccccc1)c1ccccc1 (stereo not given)	14.0%
CSc1nc2ccc(NC(=O)CSc3nc4ccc([N+](=O)[O-])cc4s3)cc2s1	0.0%
COC(=O)c1nn2c(C(F)(F)F)cc(-c3cccs3)nc2c1Cl	0.0%

Part of the list above, as labelled records:
compound: O=C(COc1cc(Cl)c(Cl)cc1Cl)Nc1ccc(Br)cc1F
  RNase H inhibition: 21.0%

compound: Cc1occc1C(=O)N=Nc1c(O)[nH]c2ccc(Br)cc12
  RNase H inhibition: 0.0%

compound: CCCCCc1nnc(NC(=O)OCCC)s1
  RNase H inhibition: 2.0%

compound: O=[N+]([O-])c1ccc(C2Nc3ccc(I)cc3C3C=CCC32)cc1 (stereo not given)
  RNase H inhibition: 25.0%

New compounds follow.
SMILES	RNase H inhibition
Cc1cccc(C(C)C)c1NC(=O)c1cccc(Br)c1	7.0%
CCOC(=O)c1ccc2c(c1)C1C=CCC1C(c1cccc([N+](=O)[O-])c1)N2 (stereo not given)	46.0%
CCOC(=O)c1c(NC(=S)NC(=O)c2ccccc2)sc2c1CCN(CCc1ccccc1)C2	7.0%
COc1cccc(NC(=O)c2ccc(OC)c(OC)c2)c1	0.0%
O=C(Nc1cccc(Cl)c1Cl)C(c1ccccc1)c1ccccc1	3.0%
O=C(Cn1c(=O)sc2ccccc21)c1ccccc1	14.0%
CC(=C\c1ccccc1)/C=C1/SC(=S)N(c2cccc(F)c2)C1=O	5.0%
Cc1ccc(C(=O)N(C)C2CCCCC2)cc1[N+](=O)[O-]	6.0%
COc1ccc(N2Cc3ccc(C(=O)N/N=C\c4ccc(Br)cc4)cc3C2)cc1	20.0%
CC1=C(C(=O)OC(C)C)C(c2ccc(O)cc2)C2=C(CC(c3ccccc3)CC2=O)N1 (stereo not given)	18.0%
O=C1C2C(c3ccccc3F)OC3(C(=O)c4ccccc4C3=O)C2C(=O)N1c1ccc([N+](=O)[O-])cc1 (stereo not given)	2.0%
COc1ccc(C2N3CC4(C)CN2CC(C)(C3)C4O)cc1 (stereo not given)	12.0%
O=C(Nc1ccc(N2C(=O)C3CC=CCC3C2=O)cc1)c1ccccc1 (stereo not given)	12.0%
CCN(CC)C(=O)c1sc(NC(=O)/C=C/c2cccs2)c(C(=O)OC(C)C)c1C	10.0%
CC(=O)c1cc(F)c(N2CCN(C(=O)c3ccc(F)c(F)c3)CC2)cc1C	10.0%
O=C(N/N=C/c1ccccc1[N+](=O)[O-])c1cccc(F)c1	4.0%
O=C(/C=C/c1ccco1)Nc1ccc(N2CCOCC2)cc1	6.0%
CCOc1cccc(/C=N\N2CCN(c3ccccc3OC)CC2)c1O	8.0%
COc1cc(C(=O)Nc2ccc3oc(-c4ccc(Br)cc4)nc3c2)cc(OC)c1OC	2.0%
CCOC(=O)C1=C(C)N=c2s/c(=C/c3ccc(-c4cc([N+](=O)[O-])ccc4C)o3)c(=O)n2C1c1ccccc1OC (stereo not given)	10.0%

Exported field by field: part of the list above.
Cc1nc2sc(C(=O)c3ccc(Br)cc3)c(N)c2c(C)c1C
  RNase H inhibition = 2.0%

O=C(CN(c1ccccc1F)S(=O)(=O)c1ccccc1)N(Cc1ccccc1)Cc1ccccc1
  RNase H inhibition = 22.0%

CCOC(=O)c1[nH]c2c(CC)cccc2c1CCN1C(=O)c2ccccc2C1=O
  RNase H inhibition = 22.0%

Cc1cc(C)c(O)c(N=C/C=C/c2ccccc2[N+](=O)[O-])c1
  RNase H inhibition = 0.0%

More compounds follow.
SMILES	RNase H inhibition
COc1ccc(Cl)cc1NC(=O)C1=C(C)NC(=S)NC1c1cccc(Cl)c1 (stereo not given)	11.0%
COc1cc(/C=C2\C(=O)N(c3cccc(Cl)c3)N=C2C)cc(Cl)c1O	28.0%
O=C(COc1ccc(Br)cc1Cl)Nc1ccccc1[N+](=O)[O-]	22.0%
COc1ccc(C(=O)Nc2cccc3nsnc23)cc1	12.0%
CC(=O)Nc1cc(S(=O)(=O)Nc2ccccc2)ccc1C	0.0%
O=C(COc1ccc(Cl)cc1)Nc1cccc(-c2nc3ncccc3o2)c1	8.0%
O=C(NCCOc1ccccc1Cl)c1cc(F)c(F)cc1Cl	0.0%
CCCCc1nc(N)c(C#N)c(-c2ccco2)c1CCC	16.0%
COc1ccc(Cl)cc1C(=O)NC(=S)Nc1cc([N+](=O)[O-])ccc1Cl	3.0%
CNC(=S)N(CCc1ccc(S(N)(=O)=O)cc1)C1CC(=O)N(c2ccccc2)C1=O (stereo not given)	7.0%
O=C1OC(C2CCCCC2)=N/C1=C\c1ccc([N+](=O)[O-])cc1	10.0%
O=C1c2cc(S(=O)(=O)Nc3ccc(F)cc3)ccc2-c2ccc(S(=O)(=O)Nc3ccc(F)cc3)cc21	20.0%
CCOc1ccc(C=C2C(=O)NC(=O)NC2=O)cc1Cl	8.0%
CCOc1ccc(NC(=O)C(NS(=O)(=O)c2ccc(C)cc2)C(C)C)cc1 (stereo not given)	0.0%
COC(=O)Oc1ccc(/C=N/NC(=O)CN2CCOCC2)cc1OC	14.0%
Cc1ccc(N2CC(C(=O)N/N=C/c3c(F)cccc3Cl)CC2=O)cc1 (stereo not given)	9.0%
N#Cc1c2n(c3c(=O)n(CC(=O)c4ccccc4)cnc13)CCCCC2	39.0%
Cc1cc(C)cc(OCC(=O)NNC(=O)c2c(C)cc(C)cc2C)c1	0.0%
Cn1c(-c2ccc(-c3nc4cnccc4n3C)cc2)nc2cnccc21	70.0%*

Source: PubChem (MTDP)
